Assay outcomes (PubChem)
Rab9 prom act = activators of Rab9 promoter | Huh7 Rab9 promoter-luciferase reporter, luminescence, 24 h | 320,000 compounds, 2.8% hits | Potency, µM (series often up to 9.22 µM), for inactives: at the highest dose activation, negative = inhibition, usual class: activators | AID 485297; also: potency is read from the fitted curve at half-maximal effect; % of control where 0% means no effect; nearly all actives have a fitted effect of over 60% in size
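Huh7 reporter line, Rab9 promoter upstream of luciferase. Compound exposure 24 h at 37 °C in reduced-serum medium with 10% FBS. Read-out: luminescence.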
Mito fusion act = inhibitors of mitochondrial division or activators of mitochondrial fusion; Potency, µM (top dose mostly 46.1 µM), inactives show at the top dose growth rescue (activation), usual class: activators; 320,000 compounds, 0.23% hits; S. cerevisiae fusion-defective mutant growth rescue, CellTiterGlo 48 h;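 also: potency is read from the fitted curve at half-maximal effect; % of control where 0% means no effect; nearly all actives have a fitted effect of over 45% in size; temperature-sensitive fusion mutants such as fzo1-1 at 37 °C on non-fermentable ethanol glycerol medium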
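Yeast fusion mutant, YPEG (non-fermentable carbon), compound, 48 h at 37C non-permissive; CellTiterGlo added, 10 min RT, luminescence read. Rescued growth = division inhibition.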
RORg inh = inhibitors of mouse ROR gamma transcriptional activity; P51450; Drosophila S2 Gal4-RORgamma UAS-luciferase reporter, 20 h; Potency, µM (top dose mostly 53.6 µM), for inactives: at the top dose activity change, negative = inhibition, actives largely listed as inhibitors; 310,000 compounds, 5.4% hits; AID 2551; also: potency is read from the fitted curve at half-maximal effect; % is scaled to controls: 0 for no effect and ±100 for the full control effect; nearly all actives have a fitted effect of over 60% in size
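Drosophila Schneider cells stably carrying a metallothionein-driven Gal4 DBD–ROR gamma fusion and a UAS-Photinus luciferase reporter were exposed to compound for 1 hr, then induced with copper sulfate (700 uM final) for 20 hr at ambient temperature before luminescence reading.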
NPC1 promoter act = activators of NPC1 promoter; Huh7 NPC1 promoter luciferase reporter, 24 h; Potency, µM (titrated, usually from 9.22 µM), for the others: at the highest dose activation, actives largely listed as activators; 320,000 compounds, 2.4% hits; AID 485313;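 also: potency is read from the fitted curve at half-maximal effect; % of control where 0% means no effect; nearly all actives have a fitted effect of over 60% in size; reporter is driven by a mutant NPC1 promoter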
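Luciferase expression driven by the NPC1 promoter was measured in stably transfected Huh7 cells after a 24 h compound incubation, using a luciferase reagent and a luminescence read.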
Gal4-VP16 FLuc = counter-screen for ROR gamma inhibitors: Gal4-VP16 reporter | Drosophila S2 Gal4-VP16 UAS-luciferase, luminescence, 20 h | Potency, µM (titrated, usually from 53.6 µM), inactives show at the highest dose activity, negative = inhibition, most hits filed as inhibitors | 310,000 compounds, 3.5% hits;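 also: Gal4-VP16 expression switched on by copper sulfate through the metallothionein promoter; potency is read from the fitted curve at half-maximal effect; % is scaled to controls: 0 for no effect and ±100 for the full control effect; nearly all actives have a fitted effect of over 50% in size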
ELG1 repair inh = blocks ELG1-dependent DNA repair in HEK293T cells | HEK293T ELG1-luciferase reporter, luminescence, 16 h; DNA damage induced by 5-fluorouridine | Potency, µM (doses to about 46.1 µM), for inactives: at the top dose activity change, negative = inhibition, most hits filed as inhibitors | 330,000 compounds, 2.3% hits; also: potency is read from the fitted curve at half-maximal effect; % is scaled to controls: 0 for no effect and ±100 for the full control effect; nearly all actives have a fitted effect of over 55% in size
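Quantitative HTS, concentration-response format. 2,000 cells/well co-treated with 5-fluorouridine and compound, 16 hr in 5% CO2 at 37 °C; ONE-Glo luminescence read after 30 min.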
Menin-MLL TR inh = menin-MLL binding inhibition, Texas Red mutant peptide; O00255; 270,000 compounds, 0.23% hits; AID 1768; Menin + Texas Red MLL mutant peptide, fluorescence polarization; Potency, µM (titrated, usually from 61.6 µM), without a hit: top-dose FP activity change, negative = inhibition, actives largely listed as inhibitors; active = well fitted inhibition curve with a large enough effect in the polarisation, with a control signal flat, not every such curve was filed as active; inconclusive = small, poorly fitted or top-dose-only effect, or effect the other way, or a change in a side signal; inactive = no such curve, though single readings can be large or run the other way; the % refers to the polarisation; also: potency is read from the fitted curve at half-maximal effect; % of control where 0% means no effect; many of its hits are not listed in these tables
PKM2 activator = activators of human pyruvate kinase M2; purified PKM2, Kinase-Glo ATP luminescence, activation; response scale: 0% is enzyme alone, no compound; Potency, µM (titrated, usually from 57.5 µM), inactives show top-dose activation, actives largely listed as activators; 260,000 compounds, 0.34% hits; AID 1631; also: potency is read from the fitted curve at half-maximal effect; % is scaled to controls: 0 for no effect and ±100 for the full control effect; nearly all actives have a fitted effect of over 55% in size
Target sequence (P14618 whole entry, looked up): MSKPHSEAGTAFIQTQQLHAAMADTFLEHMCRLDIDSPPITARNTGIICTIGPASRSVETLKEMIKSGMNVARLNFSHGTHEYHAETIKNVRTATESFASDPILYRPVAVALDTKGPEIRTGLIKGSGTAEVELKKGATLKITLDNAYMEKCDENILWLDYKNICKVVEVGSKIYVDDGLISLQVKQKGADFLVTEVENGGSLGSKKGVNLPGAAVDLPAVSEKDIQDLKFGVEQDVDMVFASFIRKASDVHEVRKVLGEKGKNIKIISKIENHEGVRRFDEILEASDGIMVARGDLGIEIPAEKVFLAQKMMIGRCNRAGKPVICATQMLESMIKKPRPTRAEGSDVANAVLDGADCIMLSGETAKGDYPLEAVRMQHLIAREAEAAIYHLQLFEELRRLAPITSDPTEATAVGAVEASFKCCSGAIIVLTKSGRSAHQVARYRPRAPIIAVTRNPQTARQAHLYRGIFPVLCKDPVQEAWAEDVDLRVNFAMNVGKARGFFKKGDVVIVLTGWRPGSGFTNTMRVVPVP
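Purified hPK-M2 (>95% pure) converted ADP (0.1 mM final) to ATP with 0.5 mM PEP in 50 mM imidazole pH7.2, KCl, MgCl2, Tween 20, BSA; 1 h at room temperature. ATP detected by Kinase-Glo luminescence.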
FLuc modulator = firefly luciferase modulation, counter-screen for miR-21 project. purified FLuc, Km substrates, luminescence inhibition. Potency, µM (top dose mostly 57.5 µM), for inactives: at the top dose activity change, negative = inhibition, most hits filed as inhibitors. 360,000 compounds, 6.9% hits. AID 588342;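 also: potency is read from the fitted curve at half-maximal effect; plate controls were vehicle for no effect and reference inhibitor for full effect; nearly all actives have a fitted effect of over 55% in size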
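Purified P. pyralis luciferase (10nM final) with 10uM D-luciferin and 10uM ATP (Km levels) in 50mM Tris acetate pH 7.5, 10mM Mg acetate, 0.01% Tween-20, 0.05% BSA; qHTS 6-point titration, ~60 µM downward; luminescence read.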
MBNL1 CUG block = MBNL1-poly(CUG) RNA binding inhibition. Q9NR56. TR-FRET MBNL1-His/biotin-(CUG)12 binding, 665/545 ratio. Potency, µM (doses to about 57.5 µM), for inactives: at the highest dose activity change, negative = inhibition, actives largely listed as inhibitors. 280,000 compounds, 0.036% hits. AID 2675; active = well fitted inhibition curve with a large enough effect in the signal ratio, with a control signal flat, not every such curve was filed as active; inconclusive = small, poorly fitted or top-dose-only effect, or effect the other way, or a change in a side signal; inactive = no such curve, though single readings can be large or run the other way; the % refers to the signal ratio; also: potency is read from the fitted curve at half-maximal effect; % is scaled to controls: 0 for no effect and ±100 for the full control effect
Target sequence (Q9NR56 whole entry, looked up): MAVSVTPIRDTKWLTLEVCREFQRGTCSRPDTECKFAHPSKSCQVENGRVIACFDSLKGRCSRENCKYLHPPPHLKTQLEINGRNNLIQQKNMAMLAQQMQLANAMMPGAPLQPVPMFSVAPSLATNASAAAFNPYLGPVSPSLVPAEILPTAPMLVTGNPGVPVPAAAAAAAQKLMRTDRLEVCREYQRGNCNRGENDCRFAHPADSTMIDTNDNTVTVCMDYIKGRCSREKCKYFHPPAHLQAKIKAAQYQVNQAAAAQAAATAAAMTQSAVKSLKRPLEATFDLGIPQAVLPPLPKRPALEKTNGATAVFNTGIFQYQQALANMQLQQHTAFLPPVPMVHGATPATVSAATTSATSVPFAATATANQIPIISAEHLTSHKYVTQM
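Ratiometric TR-FRET (665 over 545 nm, excitation 340 nm) tracks disruption of MBNL1-His/biotin-(CUG)12 complex after 60 min at room temperature, with compounds at 92 nM to 58 uM final.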
KCNH2 3.1 block = blocks the human KCNH2 3.1 channel isoform. U2OS KCNH2 3.1, thallium flux FluxOr; stronger effect = lower value. activity change, % (tested at about 1.8 µM). 340,000 compounds, 0.95% hits. AID 720553;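 active = maximum activity change below -70%; inconclusive = maximum activity change from -70% to -50%; inactive = maximum activity change above -50%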;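 also: thallium influx rate constant from kinetic fluorescence after stimulation buffer; % is scaled to controls: 0 for no effect and ±100 for the full control effect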
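FluxOr-based Tl+ influx in U2OS cells transduced with KCNH2 3.1 virus; rate constants normalized to DMSO controls.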
Starred values were filed as active, the others as inactive; ? = inconclusive; · = no result given; & = joins results of further samples; [ ] = another dose, or the depositor's remark. Unless noted, calls follow the shape of the dose curve; as a rule, active = well fitted curve in the direction sought with a large enough effect; inconclusive = small, poorly fitted or top-dose-only effect, or another doubt; inactive = no such curve, though single readings can be large; an effect the other way counts as inactive or inconclusive.

SMILES	Rab9 prom act	Mito fusion act	RORg inh	NPC1 promoter act	Gal4-VP16 FLuc	ELG1 repair inh	Menin-MLL TR inh	PKM2 activator	FLuc modulator	MBNL1 CUG block	KCNH2 3.1 block
c1ccc(-c2ccc3c(c2)NC(C2Nc4cc(-c5ccccc5)ccc4O2)O3)cc1 (centres undefined)	-9%	-9%	15%	-3%	-11%	-3%	50%[activator]	-7%	-3%	1%	-22
Cc1nc(C)c(C(=O)N/N=C/c2cn(C)c3ccccc23)s1	8%	-9%	11µM*	-3%	?	?	3%	4%	17µM*	?	7
COc1ccccc1N(CC(=O)Nc1ccc(S(=O)(=O)N2CCCCC2)cc1)S(C)(=O)=O	0%	-4%	?	0%	-5%	?	-12%	8%	0%	-7%	-7
Cc1c(NC(=O)Nc2ccccc2Cl)c(=O)n(-c2ccccc2)n1C	15%	-7%	8%	12%	-4%	-4%	14%	11%	-3%	-9%	17
Cc1ccc(S(=O)(=O)N(C)C)cc1NC(=O)COC(=O)/C=C/c1ccc2ccccc2n1	19%	-1%	·	23%	·	?	·	·	8.5µM*	·	-13
Cc1ccc(S(=O)(=O)N(CC(=O)NN=C2CCN(C)CC2)c2ccc(C(C)C)cc2)cc1	-5%	-2%	-13%	-5%	-8%	?	-16%	8%	1%	-6%	-3
CCNc1nc2c(c(=O)n(Cc3ccccc3)c(=O)n2C)n1Cc1ccccc1	-1%	11%	-2%	0%	0%	13µM*	9%	8%	3%	1%	·
COc1ccc(-c2csc(CCn3nc(C)cc3C)n2)cc1OC	0%	5%	16%	0%	-1%	-22%	1%	7%	2%	0%	3
Cc1occc1-c1nnc(SCC(=O)c2c(N)n(Cc3ccccc3)c(=O)n(C)c2=O)n1C	5%	0%	-5%	2%	-13%	9%	?	0%	-1%	-8%	-16
CCOC(=O)N/N=C1\CCS(=O)(=O)c2ccc(Cl)cc21	-4%	-2%	1%	3%	3%	7%	·	-10%	1%	25%	-11
Cc1ccc(OCC2Cn3c(nc4c3c(=O)n(C)c(=O)n4C)O2)cc1 (centres undefined)	0%	-8%	-9%	-1%	-7%[0.365 µM]	-16%	-10%	1%	3%	-4%	9
Cc1ccc(NC(=O)COC(=O)c2cc(Cl)ccc2[N+](=O)[O-])cc1	-7%	0%	30%	-1%	2%	?	26%	-3%	?	?	-9
O=C(NC1CCSc2ccccc21)c1ccccc1Br (centres undefined)	29%	4%	17%	?	-1%	?	·	5%	17µM*	28%	8
Cc1ccc(N2C(=O)C(CC(=O)Nc3cccc(F)c3)N(C3CC3)C2=O)cc1 (centres undefined)	-1%	-7%	14%	1%	?	2%	?	3%	-4%	8%	-5
O=C(Cn1c(=O)oc2ccccc21)N(Cc1ccccc1)C1CCS(=O)(=O)C1 (centres undefined)	8%	1%	15%	0%	-2%	0%	12%	1%	2%	-2%	-4
O=c1cnnc(N/N=C/C2CC=CCC2)[nH]1 (centres undefined)	-2%	-1%	-25%	-1%	-5%	23%	4%	2%	-4%	0%	4
O=C(O)CC1S/C(=N/N=C/c2ccc([N+](=O)[O-])cc2)N(c2ccc(O)cc2)C1=O (centres undefined)	-3%	-1%	-20%	-4%	5%[10 µM]	4%	18%	-4%	1%	?	2
O=C(/C=C/c1ccc(F)cc1)Nc1ccc2[nH]c(=O)[nH]c2c1	0%	4%	3%	2%	-1%	10%	·	1%	?	·	34
CNC(=O)c1snnc1-c1ccccc1	2%	1%	-25%	0%	0%	1%	3%	-2%	2%	-7%	9
COc1ccc([C@@H]2[C@@H]3C(=O)N(C(C)(C)C)C(=O)[C@@H]3[C@]3(Cc4ccccc4)C(=O)N(c4ccc(C)cc4)C(=O)N23)cc1	2%	-6%	·	1%	·	12%	·	·	-6%	·	·
CC1(C)CC(=O)C2=C(C1)OC(c1ccc(O)cc1)C(C#N)=C2N (centres undefined)	-4%	2%	29%	-2%	-4%	-1%	-4%	-1%	2%	·	-5
CCN(CC(=O)Nc1c(F)cccc1F)C(=O)C1Cc2ccccc2CN1S(=O)(=O)CC (centres undefined)	-3%	3%	·	0%	·	28%	·	·	2%	·	-9
Cc1ccc(C)c(N2CCN(C(=O)CCCOc3cc(=O)n(C)c4ccccc34)CC2)c1	-14%	8%	?	-5%	-11%	?	?	4%	1%	1%	8
CCOC(=O)C1=C(O)/C(=C/c2cc(C)n(-c3ccccc3)c2C)N=C1C	10%	-5%	-18%	3%	-3%	-1%	·	10%	?	·	-6

Some of the entries so far, with two lines to a compound.
Each structure is followed by: Rab9 prom act	Mito fusion act	RORg inh	NPC1 promoter act	Gal4-VP16 FLuc	ELG1 repair inh	Menin-MLL TR inh	PKM2 activator	FLuc modulator	MBNL1 CUG block	KCNH2 3.1 block
Cc1ccc(N2C(=O)C(CC(=O)Nc3cccc(F)c3)N(C3CC3)C2=O)cc1 (centres undefined)
  -1%	-7%	14%	1%	?	2%	?	3%	-4%	8%	-5
O=C(Cn1c(=O)oc2ccccc21)N(Cc1ccccc1)C1CCS(=O)(=O)C1 (centres undefined)
  8%	1%	15%	0%	-2%	0%	12%	1%	2%	-2%	-4
O=c1cnnc(N/N=C/C2CC=CCC2)[nH]1 (centres undefined)
  -2%	-1%	-25%	-1%	-5%	23%	4%	2%	-4%	0%	4

Next results
SMILES	Rab9 prom act	Mito fusion act	RORg inh	NPC1 promoter act	Gal4-VP16 FLuc	ELG1 repair inh	Menin-MLL TR inh	PKM2 activator	FLuc modulator	MBNL1 CUG block	KCNH2 3.1 block
COC(=O)Cc1nc2ccccc2[nH]1	1%	-5%	7%	0%	7%	0%	15%	-6%	-1%	0%	15
Cc1ccc(NC(=O)CCn2c(=S)oc3ccccc32)cc1F	3%	13%	-3%	-8%	-18%	0%	?	·	1%	-3%	15
COc1ccc(NC(=O)COc2ccc(C(=O)OCC(=O)N(C)C3CCS(=O)(=O)C3)cc2OC)cc1 (centres undefined)	2%	-3%	-20%	-2%	-11%	7%	-20%	16%	-3%	2%	-11
CC(C)c1ccc(NC(=O)C2C3C=CC4(CN(CCCN5CCOCC5)C(=O)C24)O3)cc1 (centres undefined)	-3%	4%	-1%	0%	-3%	3%	0%	-2%	1%	-9%	-34
Cc1ccc(C)c(NC(=O)CCOc2ccccc2)c1	-8%	-11%	17%	-2%	0%	-18%	0%	·	0%&-1%	1%	-8
COc1ccc(/C=N/NC(=O)c2cccc([N+](=O)[O-])c2)c2ccccc12	0%	-5%	?	-2%	?	16%	68%[activator]	·	-2%	5%	-19
COc1ccccc1Oc1ccc2c(c1)C(=O)N(c1ccc(C)cc1)C2=O	16%	3%	19%	-2%	-10%	12%	?	-3%	?	-12%	-26
CC1CN(C(=O)COC(=O)CSc2ccc(C(N)=O)cc2[N+](=O)[O-])CC(C)O1 (centres undefined)	-10%	0%	·	-1%	·	?	·	·	-1%	·	3
CCCC(=O)Oc1ccc(-c2nccc(C(OC)OC)n2)cc1	?	-3%	22%	7%	-7%	?	-1%	-4%	13µM*	0%	-40
O=C(NN1C(=O)/C(=C\c2ccc(O)c([N+](=O)[O-])c2)SC1=S)c1ccccc1Cl	1%	-2%	?	1%	-12%	-14%	·	-1%	?	·	-1
O=C(O)CC1NC(=O)N(c2ccc(Cl)cc2)C1=O (centres undefined)	0%	-3%	5%	-3%	-1%	1%	6%	0%	1%	-9%	19
CN(CCOc1ccccc1)C(=O)c1cc([N+](=O)[O-])ccc1N1CCOCC1	-1%	3%	·	-5%	·	0%	·	·	8%	·	-3

Not all compounds are listed; count on the stated rates, not on these rows.
